CYP2C19 act: increases human CYP2C19 enzyme activity; 96,000 tested, under 10 active; P33261; AID 1025; recombinant CYP2C19, luciferin-H EGE luminescence; active compounds read high; 0 = fully inhibited enzyme, 1 = untreated enzyme; activation factor at 5 µM;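 active means activation factor of at least 2 at 5 µM in the primary screen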;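 further: 0 = wells with 2.5 mM tranylcypromine and 1 = vehicle-only wells; values of inactives mirror those of a sister screen read the other way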
PostGolgi yeast: growth inhibition of a yeast mutant, post-Golgi transport screen; post-Golgi transport phenotypic cell assay; inhibition, % at 10 µM; 0.9% of 98,000 active; AID 739;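 further: yeast cells grown in 1536-well plates; yeast grown about 18 h at 30C before absorbance read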
DAT uptake mod: modulates human dopamine transporter uptake under cocaine | Q01959 | LLC-PK1 hDAT cells, [14C]-dopamine uptake with cocaine IC80; actives deviate in either direction | B-score at 10 µM | 1.3% of 110,000 active;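 active means Z score or B-score, a plate-position-corrected score, falls beyond the plate's 99.7% confidence bounds, in either direction; inactive means both scores lie inside the 99.7% bounds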;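 further: scored against the spread of the other compound wells on the same plate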
Target sequence (Q01959 whole entry, looked up): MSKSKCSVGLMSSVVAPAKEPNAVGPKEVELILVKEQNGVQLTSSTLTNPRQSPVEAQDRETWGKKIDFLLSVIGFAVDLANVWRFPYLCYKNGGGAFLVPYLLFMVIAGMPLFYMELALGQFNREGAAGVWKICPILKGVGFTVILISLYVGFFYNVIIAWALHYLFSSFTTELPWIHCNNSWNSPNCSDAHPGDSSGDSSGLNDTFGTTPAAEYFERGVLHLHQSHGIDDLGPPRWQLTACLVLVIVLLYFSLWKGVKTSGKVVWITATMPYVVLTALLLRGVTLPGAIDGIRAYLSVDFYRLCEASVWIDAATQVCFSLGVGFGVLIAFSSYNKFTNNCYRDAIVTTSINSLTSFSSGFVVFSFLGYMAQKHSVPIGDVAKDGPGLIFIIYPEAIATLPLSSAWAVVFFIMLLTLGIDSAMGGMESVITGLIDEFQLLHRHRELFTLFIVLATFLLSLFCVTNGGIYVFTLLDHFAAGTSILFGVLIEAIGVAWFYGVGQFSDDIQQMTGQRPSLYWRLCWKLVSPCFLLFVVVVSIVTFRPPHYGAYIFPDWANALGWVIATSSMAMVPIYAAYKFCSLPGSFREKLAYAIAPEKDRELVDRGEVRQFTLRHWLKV
PostGolgi ctrl: yeast control strain growth, post-Golgi counter-screen; efflux-deficient yeast background strain, growth absorbance A615, 16 h; inhibition, % at 10 µM; 5% of 98,000 active; AID 738
CYP2C19 inhib: inhibitors of human CYP2C19; P33261; CYP2C19 Supersomes, luciferin-H EGE luminescence, 30 min; inhibition, % at 5 µM; 21% of 96,000 active;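 active means CYP2C19 inhibition above a set limit at 5 µM in the primary screen, cut at about 50% in these data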;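 further: plate controls were negative control wells for no effect and 2.5 mM tranylcypromine positive control for full effect; values of inactives mirror those of a sister screen read the other way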
Active calls of the source: *; . = no result given. Unless noted, no stated cut-off is given here; in the data, active means inhibition above about 30%; inactive means the rest. The list is partial (hit frequency here may not be typical).

| Compound | CYP2C19 act | PostGolgi yeast | DAT uptake mod | PostGolgi ctrl | CYP2C19 inhib |
| --- | --- | --- | --- | --- | --- |
| C[C@]12CC[C@H](O)CC1=CC[C@@H]1[C@@H]2CC[C@@]2(C)[C@H]1CC[C@]2(C)O | . | . | 1 | . | . |
| COc1cc(CC(C)N)c(OC)cc1I (stereo not drawn) | . | . | -0.93 | . | . |
| CCC(=O)N1N=C2C3CCN(CC3)C2C1c1ccc(C)cc1 (stereo not drawn) | . | . | 0.34 | . | . |
| COC(=O)C1=C(c2cc3ccccc3s2)C[C@@H]2CC[C@H]1N2C(=O)NC(C)C | . | . | -0.12 | . | . |
| NCC(O)c1ccc(O)cc1 (stereo not drawn) | . | . | -1.2 | . | . |
| Cc1c(C(=O)c2cccc3ccccc23)c2cccc3c2n1[C@H](CN1CCOCC1)CO3 | . | . | 0.75 | . | . |
| COC(=O)C1=C(c2ccc(S(C)(=O)=O)cc2)C[C@@H]2CC[C@H]1N2C(=O)N1CCC(C)CC1 | . | . | 1.4 | . | . |
| c1cnc(N2CCNCC2)nc1 | . | . | 0.0067 | . | . |
| CN1CC2=CC(O)CC3Oc4c(O)ccc(c4[C@]23C)C1 (stereo partly drawn) | . | . | 1.6 | . | . |
| CCOC(=O)CCCCCNC(=O)c1c(O)[nH]c(=O)[nH]c1=O | . | . | 0.033 | . | . |
| COC(=O)C1=CCCN(C)C1 | . | . | -0.87 | . | . |
| C[N+](C)(C)CC#CCN1CCCC1=O | . | . | 0.98 | . | . |
| COc1ccc(Cc2nccc3cc(OC)c(OC)cc23)cc1OC | . | . | 0.074 | . | . |
| COC(=O)C1=C(c2ccccc2)C[C@@H]2CC[C@H]1N2C(=O)NCCS(C)=O (stereo partly drawn) | . | . | -0.2 | . | . |
| CC(O)(CS(=O)(=O)c1ccc(F)cc1)C(=O)Nc1ccc(C#N)c(C(F)(F)F)c1 (stereo not drawn) | . | . | -0.013 | . | . |

Part of the list above in order of SMILES length, rising.
| Compound | CYP2C19 act | PostGolgi yeast | DAT uptake mod | PostGolgi ctrl | CYP2C19 inhib |
| --- | --- | --- | --- | --- | --- |
| Cc1c(C(=O)c2cccc3ccccc23)c2cccc3c2n1[C@H](CN1CCOCC1)CO3 | . | . | 0.75 | . | . |
| CC(O)(CS(=O)(=O)c1ccc(F)cc1)C(=O)Nc1ccc(C#N)c(C(F)(F)F)c1 (stereo not drawn) | . | . | -0.013 | . | . |
| C[C@]12CC[C@H](O)CC1=CC[C@@H]1[C@@H]2CC[C@@]2(C)[C@H]1CC[C@]2(C)O | . | . | 1 | . | . |

Later entries:
| Compound | CYP2C19 act | PostGolgi yeast | DAT uptake mod | PostGolgi ctrl | CYP2C19 inhib |
| --- | --- | --- | --- | --- | --- |
| Cc1cc(C)n2c(Br)c(CN3CC4CC(C3)c3cccc(=O)n3C4)nc2n1 (stereo not drawn) | . | . | 1.6 | . | . |
| COc1ccc2c3c([nH]c2c1)C(C)=NCC3 | . | . | 0.49 | . | . |
| CN1CC=C(c2c[nH]c3ccccc23)CC1 | . | -1 | -1.3 | 5 | . |
| O=C(CN1CC(c2ccccc2)CC1=O)Nc1ccccc1 (stereo not drawn) | . | -1 | -1.2 | -5 | . |
| COc1ccc(CN2CCN(Cc3ccccc3)CC2)c(OC)c1 | 1 | . | -0.0013 | . | 3 |
| C[C@]12CCC(=O)C=C1CCC1C2CC[C@@]2(C)C1CC[C@@]2(O)CC#N (stereo partly drawn) | 1 | . | 0.3 | . | -4 |

Rewritten with values under each structure: entries from further up.
Below each SMILES: CYP2C19 act | PostGolgi yeast | DAT uptake mod | PostGolgi ctrl | CYP2C19 inhib
> c1cnc(N2CCNCC2)nc1
    . | . | 0.0067 | . | .
> CN1CC2=CC(O)CC3Oc4c(O)ccc(c4[C@]23C)C1 (stereo partly drawn)
    . | . | 1.6 | . | .
> CCOC(=O)CCCCCNC(=O)c1c(O)[nH]c(=O)[nH]c1=O
    . | . | 0.033 | . | .
> COC(=O)C1=CCCN(C)C1
    . | . | -0.87 | . | .
> C[N+](C)(C)CC#CCN1CCCC1=O
    . | . | 0.98 | . | .
> COc1ccc(Cc2nccc3cc(OC)c(OC)cc23)cc1OC
    . | . | 0.074 | . | .
> COC(=O)C1=C(c2ccccc2)C[C@@H]2CC[C@H]1N2C(=O)NCCS(C)=O (stereo partly drawn)
    . | . | -0.2 | . | .
> CC(O)(CS(=O)(=O)c1ccc(F)cc1)C(=O)Nc1ccc(C#N)c(C(F)(F)F)c1 (stereo not drawn)
    . | . | -0.013 | . | .
> Cc1cc(C)n2c(Br)c(CN3CC4CC(C3)c3cccc(=O)n3C4)nc2n1 (stereo not drawn)
    . | . | 1.6 | . | .
> COc1ccc2c3c([nH]c2c1)C(C)=NCC3
    . | . | 0.49 | . | .
> CN1CC=C(c2c[nH]c3ccccc23)CC1
    . | -1 | -1.3 | 5 | .
